Bcl-B displacement: displacers of TR3 peptide from Bcl-B, primary screen, selectivity assay for Bfl-1 inhibitor project, biochemical, fluorescence polarization; FP displacement of FITC-TR3 peptide from Bcl-B; higher % means a stronger effect; displacement, % at 20 µM, or IC50 in µM where a hit was titrated; hit rate 0.11% among 96,000;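 active = displacement above 50% at 20 µM plus a fluorescence interference ratio under 1.5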;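 note: plate controls were wells without compound for no effect and wells lacking Bcl-B protein for full effect; a part of the inactive calls stands beside numbers as strong as those of hits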
NFkB transloc inh: blocks IL-1B driven NFkB nuclear translocation in HUVEC cells; HUVEC IL-1B NFkB p65 nuclear translocation imaging; inhibition, % at 2 µM; hit rate 0.43% among 94,000;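 active = inhibition above about 30% together with a positive call from visual inspection of the well image, limit read from the data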;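 note: nuclear over cytoplasmic p65 intensity ratio measured by imaging; 0% = IL-1B stimulated DMSO wells and 100% = unstimulated DMSO wells; values of inactives mirror those of a sister screen read the other way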
PLAP inhibition: PLAP enzyme inhibitors, biochemical, luminescence, HTS (AID 690) | purified PLAP, luminescent substrate; higher % means a stronger effect | one-dose inhibition, % at 20 µM; IC50 in µM for titrated hits | hit rate 0.08% among 96,000; in the data active = a potency from the dose series; inactive = the rest, 99 in 100 with inhibition below about 30%; note: strong numbers were not always called active
IL1B NFkB pot: enhances IL-1B driven NFkB nuclear translocation; HUVEC IL-1B NFkB p65 nuclear translocation imaging; hit rate 0.3% among 94,000; activation, % at 2 µM;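 active = activation above 40%, about the mean plus 3 SD, also judged a hit on visual image review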;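 note: percent activation is computed from the nuclear over cytoplasmic p65 intensity ratio; values of inactives mirror those of a sister screen read the other way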
MRP resist rev: compounds reversing MRP-mediated drug resistance; H69AR cells + 2 uM doxorubicin, CellTiter-Glo, 72 h; differential viability (reversal), % at 10 µM; hit rate 0.04% among 85,000; AID 602;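 active = viability drop by adding the cancer drug above about 55%, with treated viability meeting a 40% cutoff, limit read from the data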;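 note: viability without doxorubicin minus viability with 2 µM doxorubicin for each compound; larger differential means the compound sensitizes cells more to doxorubicin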
MRP resist rev cytotoxicity: second read-out of MRP resist rev, no call of its own (marks repeat the call); viability, %; H69AR cells, CellTiter-Glo, 72 h; measured here: cytotoxicity without doxorubicin
MRP resist rev with doxorubicin: further read-out of MRP resist rev, marked with its call; viability, %; measured here: viability with 2 uM doxorubicin; hits give low values
NFkB transloc inh cell count 2 µM: also measured in NFkB transloc inh; calls as there; cell count; measured here: cells passing quality filter;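 raw number of nuclei counted in each imaged well without normalization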
IL1B NFkB pot cell count 2 µM: also measured in IL1B NFkB pot; calls as there; cell count; measured here: cells passing quality filter
The depositor's hits bear a star; nt = not tested or not shown. The list is partial; rates above refer to the full screens.

A first look:
SMILES	Bcl-B displacement	NFkB transloc inh	NFkB transloc inh cell count 2 µM	PLAP inhibition	IL1B NFkB pot	IL1B NFkB pot cell count 2 µM	MRP resist rev	MRP resist rev cytotoxicity	MRP resist rev with doxorubicin
CC(NC(=O)c1ccc(Cl)cc1)c1nnc(SCc2ccc([N+](=O)[O-])cc2)n1C (configuration not stated)	6%	-1	177	-4%	1	177	nt	nt	nt
COc1cc(CNCCc2ccc(S(N)(=O)=O)cc2)ccc1OCc1ccc(Cl)cc1	-3%	-16	187	-50%	16	187	nt	nt	nt
CCN(CC)C(=O)CSc1nc2ccccc2c(=O)n1CC	0%	-5	172	5%	5	172	nt	nt	nt
Cc1cc(C)n(C(=O)CCCCCC(=O)n2nc(C)cc2C)n1	nt	-10	174	nt	10	174	5	87	83
COc1ccccc1N1CCN(C(=O)CN(c2ccccc2OC)S(=O)(=O)c2ccccc2)CC1	-12%	-10	176	-52%	10	176	nt	nt	nt
COc1ccc(C)cc1NC(=O)c1cnc2scc(C)n2c1=O	-4%	nt	nt	25%	nt	nt	21	84	63
CCN1CCCC1CN(Cc1cc2c(C)cc(C)cc2[nH]c1=O)C(=O)NC1CCCCC1 (configuration not stated)	-94%	-9	107	-55%	9	107	-3	62	66
CC(C)c1ccc(OCC(=O)NC(=S)Nc2ccc3c4c(cccc24)CC3)cc1	-19%	-3	171	8%	3	171	20	94	74
Cc1cc(CSc2ccccc2)ccc1NC(=O)c1ccc(Cl)c([N+](=O)[O-])c1	4%	2	98	-4%	-2	98	nt	nt	nt
CN1CCN(c2ccc([N+](=O)[O-])c(-n3nc(-c4ccccc4)c4ccccc4c3=O)c2)CC1	-3%	-13	135	-23%	13	135	nt	nt	nt
CN1C(=O)CSc2ccc(NC(=O)NCc3ccco3)cc21	-6%	-14	160	-4%	15	160	14	97	83

The list itself, repeating the preview:
SMILES	Bcl-B displacement	NFkB transloc inh	NFkB transloc inh cell count 2 µM	PLAP inhibition	IL1B NFkB pot	IL1B NFkB pot cell count 2 µM	MRP resist rev	MRP resist rev cytotoxicity	MRP resist rev with doxorubicin
CC(NC(=O)c1ccc(Cl)cc1)c1nnc(SCc2ccc([N+](=O)[O-])cc2)n1C (configuration not stated)	6%	-1	177	-4%	1	177	nt	nt	nt
COc1cc(CNCCc2ccc(S(N)(=O)=O)cc2)ccc1OCc1ccc(Cl)cc1	-3%	-16	187	-50%	16	187	nt	nt	nt
CCN(CC)C(=O)CSc1nc2ccccc2c(=O)n1CC	0%	-5	172	5%	5	172	nt	nt	nt
Cc1cc(C)n(C(=O)CCCCCC(=O)n2nc(C)cc2C)n1	nt	-10	174	nt	10	174	5	87	83
COc1ccccc1N1CCN(C(=O)CN(c2ccccc2OC)S(=O)(=O)c2ccccc2)CC1	-12%	-10	176	-52%	10	176	nt	nt	nt
COc1ccc(C)cc1NC(=O)c1cnc2scc(C)n2c1=O	-4%	nt	nt	25%	nt	nt	21	84	63
CCN1CCCC1CN(Cc1cc2c(C)cc(C)cc2[nH]c1=O)C(=O)NC1CCCCC1 (configuration not stated)	-94%	-9	107	-55%	9	107	-3	62	66
CC(C)c1ccc(OCC(=O)NC(=S)Nc2ccc3c4c(cccc24)CC3)cc1	-19%	-3	171	8%	3	171	20	94	74
Cc1cc(CSc2ccccc2)ccc1NC(=O)c1ccc(Cl)c([N+](=O)[O-])c1	4%	2	98	-4%	-2	98	nt	nt	nt
CN1CCN(c2ccc([N+](=O)[O-])c(-n3nc(-c4ccccc4)c4ccccc4c3=O)c2)CC1	-3%	-13	135	-23%	13	135	nt	nt	nt
CN1C(=O)CSc2ccc(NC(=O)NCc3ccco3)cc21	-6%	-14	160	-4%	15	160	14	97	83
Cc1cc(C)n(CC(=O)NCc2cc(-c3nn(C)c(=O)c4ccccc34)ccc2C)n1	-8%	-2	109	-20%	2	109	-17	30	48
COC(=O)c1ccc(COc2ccccc2/C=N/NS(=O)(=O)c2ccccc2)cc1	24%	-3	160	-10%	3	160	nt	nt	nt
O=C(c1ccccc1)c1c[nH]c2cc3c(cc2c1=O)OCCO3	nt	6	160	nt	-5	160	14	94	80
Cc1cccc(C)c1NC1=NC(C)(C)N=C(N)N1	7%	-5	145	12%	5	145	4	87	83
CCOC(=O)N1CCN(C(=O)c2cc(-n3cnnc3)ccc2Cl)CC1	-9%	-3	130	-9%	3	130	3	92	88
COc1c(/C=N/Nc2ccc([N+](=O)[O-])cc2[N+](=O)[O-])c(C)nn1-c1ccccc1	-2%	1	96	40%	-1	96	nt	nt	nt
COc1ccccc1C1NC(=O)NC(C)=C1C(=O)Nc1cccc(C)c1C (configuration not stated)	-2%	5	151	3%	-5	151	6	92	86
COC(=O)c1ccc(COc2ccc(/C=C(\C#N)c3nc4ccccc4[nH]3)cc2OC)o1	-13%	-20	144	-31%	20	144	nt	nt	nt
c1ccc(OCc2nn3c(-c4ccncc4)nnc3s2)cc1	1%	nt	nt	-2%	nt	nt	12	92	80
COc1ccc(-n2c(COc3ccccc3)nnc2SCC(N)=O)cc1	6%	1	121	-41%	-1	121	-17	104	122
CCCc1nnc2n1N=C(c1ccc(-c3cc(Cl)ccc3Cl)o1)CS2	nt	-14	116	nt	14	116	-10	70	79
Cc1ccc(NC(=O)c2cn(-c3cccc(C)n3)cn2)cc1	-4%	-2	210	-10%	2	210	nt	nt	nt
C=CCNc1ncnc2c1[nH]c1ccc(C)cc12	0%	-23	74	6%	23	74	-16	77	93
CC(=O)c1c(C)[nH]c(C(=O)NCCC2=CCCCC2)c1C	-2%	2	104	-5%	-2	104	nt	nt	nt
CCN1CCN(c2cc(=O)n(-c3cc(Cl)ccc3C)c(=O)[nH]2)CC1	3%	-3	144	-16%	3	144	nt	nt	nt
O=C(Nc1cc(Cl)ccc1Cl)c1ccc(OC(=O)c2ccco2)cc1	16%	-6	82	26%	6	82	-9	90	100
O=C(COc1ccccc1Cl)Nc1cnn(Cc2ccccc2)c1	-16%	-13	185	25%	13	185	nt	nt	nt
O=C(O)c1oc2ccccc2c1-n1cccc1	-3%	-26	174	1%	26	174	7	94	87
Cc1nc2cc(Cl)ccc2n1-c1ccccc1	-5%	-21	143	-2%	21	143	-7	74	81
Cc1nn(-c2ccccc2)c2[nH]c(C(F)(F)F)cc(=O)c12	-6%	-8	148	-2%	8	148	3	94	91
COC(=O)c1cc(OC)c(OC)cc1NC(=S)N1CCN(Cc2ccccc2)CC1	-2%	-12	109	-59%	12	109	nt	nt	nt
O=C(NOC(=O)c1cc(Br)ccc1Cl)c1cccs1	8%	-5	167	-22%	5	167	0	98	98
COc1cccc(Cn2c(Oc3cccc(C)c3)nc3c2c(=O)n(C)c(=O)n3C)c1	2%	-8	95	-32%	8	95	-2	95	96
Cc1c(C(=O)N2CCc3ccccc3C2)sc2nc(-c3ccccc3)cn12	-3%	-10	99	-26%	10	99	3	68	65
CCOC(=O)C1=C(C)C(c2ccc(OC)cc2)NC(=S)N1 (configuration not stated)	0%	-10	193	12%	10	193	nt	nt	nt
CC(/C=N/NC(=O)c1cc(-c2ccc(Cl)cc2)nc2ccccc12)=C\c1ccco1	-68%	25	68	-54%	-25	68	nt	nt	nt
O=C(Nc1ccccc1)N(CCCN1CCOCC1)Cc1cc2cc3c(cc2[nH]c1=O)OCCO3	nt	-4	142	nt	4	142	8	77	69
O=C(NC1CC1)c1ccc(F)cc1Cl	3%	-19	39	17%	19	39	-10	97	107
Cc1ccc(NC(=O)C(Cc2ccccc2)NC(=O)c2ccco2)cc1 (configuration not stated)	-3%	-12	85	15%	12	85	-14	94	108
COc1ccc(COn2c(=O)c(C)[n+]([O-])c3ccccc32)cc1OC	-17%	-26	137	7%	26	137	-1	90	91
COc1cccc(CNc2ccc3c(c2)ncn3C(C)C)c1OC	15%	-10	46	-63%	10	46	8	98	89
Cc1ccc(NC(=O)CSc2nnc(-c3cccnc3)n2-c2ccc(C)cc2)cc1	nt	-18	112	nt	18	112	-34	27	61
O=C(C[n+]1cccc(NC(=O)c2ccccc2)c1)c1ccc(NC(=O)c2ccccc2)cc1	9%	8	127	-7%	-8	127	nt	nt	nt
C=CCSc1nnc2nc3[nH]c4c(C)cccc4c3nn12	0%	5	133	-16%	-5	133	nt	nt	nt
Cn1c(CN2CCOCC2)nnc1SCC(=O)Nc1nccs1	-3%	-14	155	13%	14	155	12	99	86
CCCCn1c(SCC(=O)NCc2ccco2)nnc1-c1ccco1	6%	14	143	-8%	-14	143	2	84	82
COc1ccc(N2CCN(C(=O)c3ccncc3)CC2)cc1	-13%	2	134	21%	-2	134	10	101	91
CSCCC(NC=C1C(=O)OC(C)(C)OC1=O)C(=O)O (configuration not stated)	-7%	-6	144	-14%	6	144	-6	84	90
Cc1cnc(C(=O)OCC(=O)c2csc(N3CCCCC3)n2)cn1	15%	-8	128	-19%	8	128	-4	80	84
O=C(Nc1ccc(S(=O)(=O)Nc2nccs2)cc1)C1CCCCC1	2%	nt	nt	-14%	nt	nt	21	97	75
CNc1nc(N2CCc3ccccc32)ncc1F	-14%	-1	120	-39%	1	120	1	83	82
CCCN(C(=O)Cn1ncc2c(=O)oc3ccccc3c21)c1cccc(C)c1	-8%	-2	186	-40%	2	186	6	94	88
Cc1ccc(-c2noc(CCC(=O)Nc3cc(C)ccn3)n2)cc1	10%	0	149	14%	0	149	-15	97	112
CCCn1nnnc1NCc1ccccc1OCc1cccs1	-14%	9	197	24%	-9	197	-1	73	74
Cc1ccc(S(=O)(=O)NCC(=O)N2CCOCC2)cc1	-4%	-3	42	10%	3	42	4	104	99
CC1CCCN(C(=O)CSc2nc3ccccc3o2)C1 (configuration not stated)	-5%	1	157	-7%	-1	157	6	89	83
CCn1cc(C(=O)NCCC2=CCCCC2)c(=O)c2cc(S(=O)(=O)N(C)C)ccc21	nt	-3	47	nt	3	47	8	73	65
CCOc1ccccc1N1CCN(C(=O)c2cccc(-c3ccc(O)cc3)c2)CC1	0%	-6	185	-62%	6	185	-13	75	87
CC(NC(=O)Nc1ccccc1)C(c1cccs1)N1CCOCC1 (configuration not stated)	nt	-12	66	nt	12	66	3	92	89

(cont.)
SMILES	Bcl-B displacement	NFkB transloc inh	NFkB transloc inh cell count 2 µM	PLAP inhibition	IL1B NFkB pot	IL1B NFkB pot cell count 2 µM	MRP resist rev	MRP resist rev cytotoxicity	MRP resist rev with doxorubicin
CS(=O)(=O)Nc1ccccc1C(=O)O	-8%	nt	nt	8%	nt	nt	nt	nt	nt
N#Cc1c(NC(=O)CSc2nc3c(c(C(F)(F)F)n2)CCc2ccccc2-3)sc2c1CCCC2	6%	-5	134	3%	5	134	nt	nt	nt
Cc1ccc(C(C(=O)NC2CCCC2)N(C(=O)Cc2cccs2)c2ccc(C)c(C)c2)o1 (configuration not stated)	-2%	8	117	-8%	-8	117	nt	nt	nt
CCCCn1c(CN2CCN(C)CC2)nc2ccccc21	5%	-9	204	-58%	9	204	8	84	76
COc1ccc(S(=O)(=O)N2CCCC2C(=O)Nc2ccc(C(C)=O)cc2)cc1 (configuration not stated)	1%	nt	nt	-32%	nt	nt	0	93	93
CCOC(=O)CSc1nnc2n(C3CCCCC3)c(=O)c3c4c(sc3n12)CCCC4	-5%	nt	nt	-16%	nt	nt	24	80	56
O=c1[nH]c2ccc(Cl)cc2c(-c2ccccc2)c1SC(=S)N1CCCCC1	17%	-4	199	-62%	4	199	-5	81	86
CCOC(=O)C(NC(=O)CC)(Nc1ccc(S(=O)(=O)Nc2cc(C)on2)cc1)C(F)(F)F (configuration not stated)	12%	-19	142	-1%	19	142	-1	87	88
OC1CCN(C(=S)NCCc2ccccc2)CC1	2%	10	70	10%	-10	70	0	87	87
O=C(N/N=C/c1ccc([N+](=O)[O-])s1)c1cccc(Br)c1	nt	-18	141	nt	18	141	-14	39	53
